NR2E3 ag-1: NR2E3 (human) agonism | Q9Y5X4 | GST-NR2E3/biotin-RetCOR TR-FRET, 1536-well | inhibition of corepressor binding, % at 4.78 µM | 320,000 tested, 0.12% active | AID 2300;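 active = percent inhibition above the cutoff of mean plus 3 SD of all tested compounds, set per screening campaign, cut at about 20% in these data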;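 note: 0% = DMSO wells and 100% = biotin wells as full block of FRET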
Target sequence (Q9Y5X4 whole entry, looked up): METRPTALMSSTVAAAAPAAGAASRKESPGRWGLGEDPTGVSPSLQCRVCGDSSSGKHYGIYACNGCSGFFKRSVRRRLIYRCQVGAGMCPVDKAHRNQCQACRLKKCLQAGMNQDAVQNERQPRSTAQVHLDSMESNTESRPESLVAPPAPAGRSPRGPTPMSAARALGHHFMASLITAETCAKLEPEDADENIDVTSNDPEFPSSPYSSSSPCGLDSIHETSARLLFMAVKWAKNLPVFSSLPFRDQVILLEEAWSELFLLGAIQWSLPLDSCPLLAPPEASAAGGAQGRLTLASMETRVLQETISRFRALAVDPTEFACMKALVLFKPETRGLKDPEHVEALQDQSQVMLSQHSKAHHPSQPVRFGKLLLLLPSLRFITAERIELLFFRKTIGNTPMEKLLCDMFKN
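system = GST-tagged NR2E3 plus biotinylated RetCOR corepressor | input = 1.35 nM GST-NR2E3 | also added = 7 nM biotin-RetCOR | schedule = 5 h incubation at 4 °C | measured by = TR-FRET with europium anti-GST and streptavidin-D2, 340 nm excitation | read-out = percent loss of FRET ratio relative to control wells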
Peg3 promoter: Peg3 promoter activity inhibition. HeLa PEG-Prom luciferase reporter, luminescence, overnight. inhibition, % at 20 µM. 360,000 tested, 1.7% active. AID 588405;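 active = inhibition of at least 50% at 20 µM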
TWEAK-Fn14 inh: TWEAK-Fn14 signaling inhibition. TWEAK-stimulated Fn14 reporter cells, luciferase luminescence, 8 h. inhibition, % at 10 µM. 360,000 tested, 2% active; in the data active = inhibition above about 50%
TROY NFkB inh: TROY signaling inhibition | Q293 LMP1-TROYcd NF-kB luciferase reporter, 4 h | inhibition, % at 10 µM | 360,000 tested, 0.98% active | AID 1347056;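 active = compounds whose plate-normalised and pattern-corrected inhibition of the luciferase reporter signal at the single screening dose is 50% or more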
MITF TRPM1 inh: MITF TRPM1 promoter inhibition in SK-MEL-5 cells; SK-MEL-5 TRPM1 promoter luciferase, 24 h; 330,000 tested, 0.83% active; inhibition, % at 12.5 µM;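 active = mean inhibition across replicates of 60% or more, whatever share of single replicates reaches that level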; note: values of inactives mirror those of a sister screen read the other way
KKLEB tox: reduces viability of KKLEB cystic fibrosis airway cells; 360,000 tested, 0.36% active; KKLEB CF airway cells viability, ATPlite luminescence, overnight; stronger effect = lower value; cells stimulated with P. aeruginosa culture filtrate; activity change (cytotoxicity), % at 5 µM;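 active = corrected activity change at or below -50% at 5 µM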
CF NFkB inh: blocks PAF-induced NF-kB reporter in cystic fibrosis cells | KKLEB NF-kB-GFP reporter, GFP fluorescence overnight | 360,000 tested, 0.86% active | inhibition, % at 5 µM;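 active = at least 50% inhibition at 5 µM, scaled per plate between neutral and stimulator controls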;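 note: PAF is a Pseudomonas aeruginosa culture filtrate used as stimulus; plate controls were PAF-stimulated DMSO wells for no effect and unstimulated DMSO wells for full effect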
HIF-2a inh: blocks HIF-2a reporter activity; 786-0 RCC cells HIF-2a reporter, luciferase luminescence, overnight; inhibition, % at 18.8 µM; 360,000 tested, 0.72% active; AID 624352;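 active = inhibition of the luminescence signal of 40% or more relative to plate controls, in a single-dose primary screen at 18.75 µM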
C8 TRAIL sens: caspase-8 TRAIL sensitization. inhibition (viability loss, TRAIL sensitization), % at 10 µM. NB7+C8 cells + TRAIL, ATPlite viability luminescence. 360,000 tested, 1% active. AID 624354;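 active = compounds causing at least 50% loss of cell viability in the single-dose screen, relative to plate controls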
Shn3 inh set2: inhibitors of Schnurri-3 3'UTR reporter in osteoblasts. Clone20 osteoblast Shn3 3'UTR firefly luciferase, 24 h. AID 588674. 360,000 tested, 0.52% active. inhibition, % at 12.5 µM;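 active = mean inhibition of at least 75% with every replicate also reaching 75%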;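 note: 0% = median of neutral control wells and 100% = pilot-screen positive control compound; some compounds past the cut are filed as inactive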
NR2E3 ag-2: agonists of human NR2E3 nuclear receptor; Q9Y5X4; CHO-S Gal4-NCOR/VP16-NR2E3 two-hybrid, luciferase; inhibition of corepressor binding, % at 3.98 µM; 360,000 tested, 0.35% active; AID 602229;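 active = inhibition above the mean of all tested compounds plus 3 SD, cut at about 70% in these data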;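 note: 0% = DMSO with NR2E3 transfected cells and 100% = cells lacking NR2E3 construct; higher means lower luciferase signal from less NR2E3 corepressor binding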
* = called active by the depositor; / = no result given.

SMILES	NR2E3 ag-1	Peg3 promoter	TWEAK-Fn14 inh	TROY NFkB inh	MITF TRPM1 inh	KKLEB tox	CF NFkB inh	HIF-2a inh	C8 TRAIL sens	Shn3 inh set2	NR2E3 ag-2
c1ccc(C(Cc2nc(-c3ccccn3)no2)c2ccccc2)cc1	0	-93	25	8	-41	-4	4	-94	-1	-14	-26
COc1ccc(/C=N/N2C(=O)c3ccccc3C2=O)cc1	1	13	-18	-21	2	4	4	-4	-8	-10	-7
COc1ccc(OS(=O)(=O)c2c(C)noc2C)cc1	-4	-2	-9	7	-9	2	10	4	7	-10	-8
COc1cccc(OCc2nnc(SCC(=O)OC3CCCCC3)n2C)c1	-2	-6	-2	2	-1	-2	-10	27	-6	4	-12
COc1ccc(CNC(=O)CC23CC4CC(CC(C4)C2)C3)cc1	1	-13	-14	-3	1	-6	8	-21	7	0	-15
Cc1ccccc1NC(=O)CSc1nnnn1C	3	4	-1	2	12	-1	-6	7	-10	6	-15
Cn1c(SCc2cccc(F)c2)nnc1-c1cnccn1	-2	-77	-7	-9	-6	-1	2	-95	3	-26	-1
CS(=O)(=O)c1ccc2nnn(OCC(=O)Nc3cccc(C#N)c3)c2c1	2	14	-14	5	11	-7	8	8	3	/	-4
Cc1ccc(Nc2nnc(SCC(=O)NC(Cc3c[nH]c4ccccc34)C(=O)O)s2)cc1 (stereo not drawn)	-2	7	-31	-1	13	8	-26	-13	6	-5	-20
Cn1nnc(NC(=S)NC(=O)Cc2ccccc2)n1	-1	3	3	9	7	0	6	10	-12	1	-16
CC(=O)c1ccc(N/C=C/C(=O)c2ccc(Br)cc2)cc1	-2	-318	-37	-9	-81	13	10	-175	4	-4	-66
Cc1ccc(C(=O)O)c(C(=O)Nc2nc3ccccc3s2)c1	-4	-1	4	-7	9	4	-8	-4	14	14	-29
O=S(=O)(c1ccccc1)N1CCN(c2cccc(Cl)c2)CC1	-5	3	-2	-10	-4	14	-14	-1	6	27	10
COc1ccc(S(=O)(=O)N2CCCC(N(C)CCc3ccccc3)C2)cc1OC (stereo not drawn)	1	-4	-15	-3	3	-1	7	-14	-4	-19	-23
C=CCCCCCCCCC(=O)NNC1=CC(=O)CC(C)(C)C1	1	4	-5	-25	-2	11	-7	8	5	-4	-6
CCn1c(SCC(=O)Nc2ccc(OC)cc2)nc2c1c(=O)n(C)c(=O)n2C	-5	11	25	-2	-3	-2	-12	15	-13	-8	-1
CC1CCCC(NC(=O)COC(=O)c2cc(S(=O)(=O)N3CCCCC3)ccc2N2CCOCC2)C1C (stereo not drawn)	-2	13	-25	-7	2	-18	-19	-1	-13	9	-3
CCCC(c1nnnn1Cc1ccco1)N1CCN(C(=O)c2ccco2)CC1 (stereo not drawn)	-1	4	5	0	16	12	4	10	-15	-4	-2
Cc1cc2cc(CN(Cc3cccs3)S(=O)(=O)c3ccc4c(c3)OCCO4)c(=O)[nH]c2cc1C	0	12	-23	8	-14	-37	33	7	-3	-30	-13
CC(=O)Nc1ccc(C2Nc3cc(C)c(C)cc3NC3=C2C(=O)CC(C)(C)C3)cc1 (stereo not drawn)	-2	-20	-7	-13	-17	-4	-9	-145	-7	22	-40
O=C(CN1CCOCC1)NCCc1ccccc1	3	16	8	6	13	2	0	6	-9	-3	-10
COc1ccc2c(/C=N/NS(=O)(=O)c3ccc(C)cc3)c[nH]c2c1	1	3	-20	-15	7	4	-1	-3	-20	23	-20
Cc1c(CCC(=O)O)c(=O)oc2c(C)c3occ(-c4ccc(Cl)cc4)c3cc12	/	21	-19	26	2	0	-43	20	-17	17	3
COc1ccc(CN(Cc2ccc(C(=O)O)cc2)C(=S)Nc2cc(C)cc(C)c2)cc1OC	2	15	11	-5	-2	-2	19	12	3	-1	-10
Cc1ccc(C(=O)NCC(=O)OCC(=O)NCCNC(=O)COC(=O)CNC(=O)c2ccc(C)cc2)cc1	1	7	-4	-11	12	8	-12	10	3	-2	-29
Further entries follow.
SMILES	NR2E3 ag-1	Peg3 promoter	TWEAK-Fn14 inh	TROY NFkB inh	MITF TRPM1 inh	KKLEB tox	CF NFkB inh	HIF-2a inh	C8 TRAIL sens	Shn3 inh set2	NR2E3 ag-2
CC(=O)Nc1ccc(OCCCN2CCC(C(O)(c3ccccc3)c3ccccc3)CC2)cc1	/	/	3	5	/	/	/	-27	-17	/	-5
Cc1noc(C)c1CSCC(=O)Nc1nc2ccc(F)cc2s1	-3	-100	-1	-17	6	-12	20	-49	3	-6	-10
CCC(C)(NC(=O)c1ccccn1)C(=O)NC1CCCC1 (stereo not drawn)	-2	18	9	-19	-3	-3	5	12	16	-31	-9
O=[N+]([O-])c1ccccc1N(S(=O)(=O)c1ccccc1)S(=O)(=O)c1ccccc1	/	11	20	-2	-2	-14	4	11	-3	9	-3
O=[N+]([O-])c1ccc(-c2nn(-c3ccccc3)cc2/C=N/n2c(-c3ccncc3)n[nH]c2=S)cc1	1	-10	1	-16	-11	-7	-24	17	1	-2	14
CCCCNS(=O)(=O)c1ccc(S(=O)(=O)NCc2ccncc2)cc1	0	14	13	5	23	-4	9	-9	22	86*	47
CN1N=C(C(=O)N2CCCC(C(=O)c3cccc(C(F)(F)F)c3)C2)CCC1=O (stereo not drawn)	8	-3	-3	15	-5	4	-10	-3	3	-13	5
OC(CN1c2ccccc2Sc2ccccc21)Cn1nnc2ccccc21 (stereo not drawn)	0	-11	4	15	5	-2	-6	-35	-3	-2	-16
CCOC(=O)CCCNC(=O)COC(=O)c1cc2ccccc2cc1O	-5	12	11	-25	9	0	6	-1	-6	7	14
O=C(CSc1nnnn1C1CCCC1)NCCc1ccccc1	1	-181	-5	-23	-16	-14	24	-80	8	-26	-44
CCC(=O)Nc1sc(C(=O)N2CCCCC2)c(C)c1C#N	0	2	21	14	3	-6	10	-6	-1	-24	12
Cc1ccc(C(=O)NNC(=O)CSc2nnc3ccccn23)cc1	/	4	12	-20	3	-5	-9	10	7	2	-15
CCOC(=O)CN1C(=O)S/C(=C/c2ccc(C)o2)C1=O	-4	-22	-12	-21	-13	6	-26	-5	5	-16	-8
CC(=O)Nc1ccc(NC(=O)c2nccnc2C(=O)O)cn1	1	16	-15	-9	2	-1	1	8	-11	1	-23
Cc1ccc(S(=O)(=O)/N=C(/c2ccccc2)N2CCOCC2)cc1	0	12	10	-1	-8	-18	0	14	4	35	5
COc1ccc(C(=O)OCC(=O)N2CCCCCC2)cc1S(=O)(=O)N1CCOCC1	1	-4	-2	7	2	6	0	4	-8	-27	-15
CCOC(=O)C1CCCN(C(=O)CCCn2nnnc2CN2CCOCC2)C1 (stereo not drawn)	/	13	9	-20	1	-10	-4	11	5	-7	6
Cn1cccc1Cc1nnc(SCC(=O)NCC2CCCO2)n1C (stereo not drawn)	1	9	0	-6	0	-2	4	10	12	-6	-12
CCc1ccc(NC(=S)NC2CC3CCCC(C2)N3Cc2cccs2)cc1 (stereo not drawn)	2	22	7	2	14	3	-1	1	19	38	8
Cc1[nH]nc2c1C(c1ccc(F)cc1)C1=C(CC(C)(C)CC1=O)N2 (stereo not drawn)	4	18	-5	-19	5	-2	-6	-3	-29	5	-3
Cc1ccc(C2(C)NC(=O)N(CC(=O)Nc3ccccc3C(=O)NC3CCCC3)C2=O)cc1 (stereo not drawn)	1	8	-5	23	-1	5	6	18	-10	-15	-9
COc1cccc(NC(=S)N/N=C2\CC3CCC2(C)C3(C)C)c1 (stereo not drawn)	2	-165	-42	3	-24	2	-22	-191	4	-56	-73
COc1cc(NC(=O)NCc2ccncc2)cc(OC)c1OC	-2	6	-11	-23	16	-2	11	10	11	-1	19
Fc1cnc(N2CCOCC2)nc1N1CCc2ccccc21	-3	-126	-38	-33	-47	-8	11	-80	-11	-5	-25
O=C(/C=C/c1ccco1)Nc1ccc(C(=O)N2CCOCC2)cc1	-4	-19	-3	-1	-16	-20	22	-43	1	-10	-7
N#Cc1ccccc1NC(=O)COC(=O)c1ccc2c(c1)OCO2	4	-18	-1	-8	-11	8	4	-9	-14	-2	-18
Cc1nc(CN(C)Cc2nc(Cc3ccccc3Cl)no2)cs1	-1	-36	5	-1	24	2	0	-59	-10	/	30

Four of these compounds, reformatted.
Compound,NR2E3 ag-1,Peg3 promoter,TWEAK-Fn14 inh,TROY NFkB inh,MITF TRPM1 inh,KKLEB tox,CF NFkB inh,HIF-2a inh,C8 TRAIL sens,Shn3 inh set2,NR2E3 ag-2
CCC(=O)Nc1sc(C(=O)N2CCCCC2)c(C)c1C#N,0,2,21,14,3,-6,10,-6,-1,-24,12
Cc1ccc(C(=O)NNC(=O)CSc2nnc3ccccn23)cc1,/,4,12,-20,3,-5,-9,10,7,2,-15
CCOC(=O)CN1C(=O)S/C(=C/c2ccc(C)o2)C1=O,-4,-22,-12,-21,-13,6,-26,-5,5,-16,-8
CC(=O)Nc1ccc(NC(=O)c2nccnc2C(=O)O)cn1,1,16,-15,-9,2,-1,1,8,-11,1,-23

Given as labelled records: three of the compounds above.
compound: O=C(/C=C/c1ccco1)Nc1ccc(C(=O)N2CCOCC2)cc1
- NR2E3 ag-1: -4
- Peg3 promoter: -19
- TWEAK-Fn14 inh: -3
- TROY NFkB inh: -1
- MITF TRPM1 inh: -16
- KKLEB tox: -20
- CF NFkB inh: 22
- HIF-2a inh: -43
- C8 TRAIL sens: 1
- Shn3 inh set2: -10
- NR2E3 ag-2: -7
compound: N#Cc1ccccc1NC(=O)COC(=O)c1ccc2c(c1)OCO2
- NR2E3 ag-1: 4
- Peg3 promoter: -18
- TWEAK-Fn14 inh: -1
- TROY NFkB inh: -8
- MITF TRPM1 inh: -11
- KKLEB tox: 8
- CF NFkB inh: 4
- HIF-2a inh: -9
- C8 TRAIL sens: -14
- Shn3 inh set2: -2
- NR2E3 ag-2: -18
compound: Cc1nc(CN(C)Cc2nc(Cc3ccccc3Cl)no2)cs1
- NR2E3 ag-1: -1
- Peg3 promoter: -36
- TWEAK-Fn14 inh: 5
- TROY NFkB inh: -1
- MITF TRPM1 inh: 24
- KKLEB tox: 2
- CF NFkB inh: 0
- HIF-2a inh: -59
- C8 TRAIL sens: -10
- Shn3 inh set2: /
- NR2E3 ag-2: 30

The list is partial. The share of hits here may be higher or lower than overall.
